Yfh1-off respiration: enhancers of respiration in Yfh1-depleted yeast, dose response, Friedreich's ataxia, plus single-dose screen (AID 1465). fold induction at 50 µM; hits with a dose series show EC50 in µM. 0.074% of 220,000 active. S. cerevisiae Yfh1-off respiration, WST-1 reduction, 72 h; higher fold induction means a stronger effect;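 active = fold induction of absorbance versus untreated yeast above a set limit, then at least 30% activation at any dose in follow-up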;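 also: activators that raise dye reduction in frataxin-depleted yeast; strong numbers were not always called active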
Insulin prom up: MIN6 insulin promoter up-regulation; MIN6 insulin promoter-GFP reporter, high-content imaging; active compounds read high; 0.3% of 190,000 active; z-score at 5 µM;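 active = z-score above 3 at 5 µM with at least 500 cells counted in the well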
PMI inhibition: human PMI inhibitors, high substrate, primary screen, biochemical, fluorescence intensity, high mannose 6-phosphate (AID 1220). inhibition, % at 20 µM, or IC50 in µM where a hit was titrated. recombinant PMI enzyme, coupled fluorescence intensity; higher % means a stronger effect. 0.66% of 190,000 active
Autophagy mod: alters autophagy in cells; MEF GFP-LC3 puncta imaging; test concentration mostly 10 µM; calls only at 10 µM (by protocol); 0.98% of 190,000 active;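 active = percentage of spot-positive cells more than 3 SD above its plate mean, without a fluorescence outlier flag or 80% toxicity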;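 also: spot-positive cell cutoff set from DMSO-treated cells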
WT yeast gro inh: growth inhibition of WT yeast, mitochondrial fusion screen. inhibition, % at 10 µM. 2.1% of 190,000 active. mitochondrial fusion phenotypic screen, WT strain; in the data active = inhibition above about 58%; tested in S. cerevisiae
human PMI inhibition: MPI enzyme activity inhibition – biochemical, fluorescence intensity, coupled assay, primary screen (AID 1209) | purified PMI enzyme, coupled fluorescence intensity; higher % means a stronger effect | one-dose inhibition, % at 20 µM; IC50 in µM for titrated hits | 0.42% of 190,000 active;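 also: plate controls were DMSO vehicle for no effect and wells lacking substrate for full effect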
MT stabilizer: stabilizes microtubules in HeLa cells; HeLa tubulin immunostaining HCS, 24 h; share of cells brighter than vehicle mean+2SD; % tubulin-high responders, % at 10 µM; 0.83% of 200,000 active; AID 2205;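 active = plate Z-score above 3 for both tubulin-high and condensed-nucleus cell shares, with cell loss under 80%, at 10 µM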;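 also: anti alpha tubulin signal scored within the nucleus-defined area of each cell; some results filed as inactive read as strong as hits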
b-catenin transl: alters nuclear translocation of beta-catenin in HeLa cells; immunofluorescence imaging; nuclear translocation activity, % at 5 µM; 0.3% of 190,000 active;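 active = nuclear translocation activity above 50% at 5 µM, with a well cell count of 50 or more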;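 also: per-cell ratio of nuclear to cytoplasmic median beta-catenin stain intensity; plate controls were DMSO negative control for no effect and GSK-3 inhibitor IX positive control for full effect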
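Assay system: human HeLa cells, native beta-catenin; doses: 5 µM primary, 0.02–20 µM confirmation; incubation: compound treatment 24 h, 37°C, 5% CO2; technique: fluorescence imaging of beta-catenin antibody stain plus DAPI; measure: % activation, nuclear-to-cytoplasmic median beta-catenin signal ratio per cell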
Dynein transport: blocks dynein driven cargo transport along microtubules. 0.47% of 220,000 active. AID 1381. 3617.4 mouse cells, GR-EGFP nuclear translocation imaging; test concentration mostly 20 µM; stimulated with dexamethasone, 1 µM; active compounds read low. z-score, hits read low;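 active = plate z-score of nuclear minus cytoplasmic receptor signal below a set negative limit, without overly bright fluorescence or cell loss, cut at about -3.5 in these data, passing the limit was not always enough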;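 also: z-score of nuclear minus cytoplasmic ring GR-EGFP intensity difference per well; some compounds called inactive have numbers as strong as hits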
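Buffer or medium: tet-free, stripped-serum medium; reagent: dexamethasone at 1.0 µM final, 30 min; incubation: 48 h induction, 1 h compound, 30 min dex at 37 °C; measured by: formaldehyde fixation, Hoechst nuclear stain, 10x automated fluorescence imaging; read-out: nuclear-to-cytoplasmic GR-EGFP distribution per well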
WT yeast gro inh mutant strain: further read-out of WT yeast gro inh, marked with its call; inhibition, %; mitochondrial fusion phenotypic screen, mutant strain inhibition
Dynein transport cytoplasmic EGFP: second read-out of Dynein transport, no call of its own (marks repeat the call); z-score; measured here: cytoplasmic GR-EGFP intensity; active compounds read high
Dynein transport nuclear GR-EGFP: further read-out of Dynein transport, marked with its call; z-score; measured here: nuclear GR-EGFP intensity;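 lower value marks the stronger effect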
Dynein transport cell count: second read-out of Dynein transport, no call of its own (marks repeat the call); z-score; measured here: cell count per field
Insulin prom up cell count: also measured in Insulin prom up; calls as there; cell count; measured here: cytotoxicity, nuclei count;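 total cells summed across four imaged fields per well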
b-catenin transl cell count 5 µM: second read-out of b-catenin transl, no call of its own (marks repeat the call); cell count; measured here: cell count, cytotoxicity flag
MT stabilizer Hoechst-high %: further read-out of MT stabilizer, marked with its call; % Hoechst-high responders; measured here: nuclear condensation Hoechst responders;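 share of cells brighter than vehicle mean plus two SD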
MT stabilizer cytotoxicity %: also measured in MT stabilizer; calls as there; toxicity, %; measured here: cytotoxicity by cell density;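 0% = mean cell density of plate MIN control wells and 100% = no cells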
Autophagy mod cell loss 18 h: also measured in Autophagy mod; calls as there; toxicity, %; measured here: cell loss, nuclei count;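 cell loss after 18 h compound exposure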
Numbers without * were called inactive; i = inactive; · = not tested or not shown; + = active, no number. Rule as the data show it, unless noted: active = inhibition above about 50%; inactive = the rest.

[1] CNC(=O)CSc1nc2ccccc2c(=O)n1-c1cc(OC)ccc1OC
[2] Cc1nc([N+](=O)[O-])c(C(=O)OCc2ccccc2Br)n1C
[3] O=S(CC1CC1(Cl)Cl)CC1CC1(Cl)Cl (stereo unspecified)
[4] O=C(CC(c1ccccc1)c1ccccc1O)NCc1ccco1 (stereo unspecified)
[5] O=S(=O)(c1ccc2c(c1)OCCO2)N(Cc1ccc(F)cc1)Cc1nnc(-c2cccs2)o1
[6] Cc1nc2nc3c(c(=O)n2[nH]1)CCCC3
Screen / compound no.,1,2,3,4,5,6
Yfh1-off respiration,i,i,i,i,·,i
Insulin prom up,-0.06,·,0.11,-0.33,1.9,-0.44
Insulin prom up cell count,896,·,1382,1547,1185,1474
PMI inhibition,·,-10%,11%,6%,18%,1%
Autophagy mod,·,i,+,i,i,i
Autophagy mod cell loss 18 h,·,-33,-2.2*,-34,3,-7
WT yeast gro inh,·,8,5,-9,27,3
WT yeast gro inh mutant strain,·,4,-7,3,15,49
human PMI inhibition,·,-6%,16%,8%,19%,0%
MT stabilizer,·,3.8,1.6,3.5,1.8,4.9
MT stabilizer Hoechst-high %,·,2.6,2.5,1.0,1.6,2.6
MT stabilizer cytotoxicity %,·,4.3,5.9,5.7,13,9.9
b-catenin transl,-1.0,0.4,2.3,-0.5,·,-3.0
b-catenin transl cell count 5 µM,1353,991,1019,1365,·,1422
Dynein transport,-0.22,-1.5,1.4,-0.4,-0.13,0.38
Dynein transport cytoplasmic EGFP,-0.79,-0.22,-0.16,-0.2,-0.28,0.19
Dynein transport nuclear GR-EGFP,-0.44,-0.84,0.85,-0.35,0.22,0.19
Dynein transport cell count,-0.16,1.1,-2.3,0.23,0.0061,0.29

[7] CN(C)CCn1c(C(=O)Nc2ccccc2)cc2ccccc21
[8] CCN(CC)C(=O)CSc1nnc(CCCCCNC(=O)OC(C)(C)C)o1
[9] Cc1cc(C(=O)Nc2c(C)n(C)n(-c3ccccc3)c2=O)c2ccccc2n1
[10] COc1ccc(-n2ncc3c(N4CCCc5ccccc54)ncnc32)cc1
[11] Fc1ccc(-n2cnnn2)c(F)c1
[12] Cc1ccc(NC(=S)N2CCCC(c3nc4ccccc4[nH]3)C2)cc1 (stereo unspecified)
Screen / compound no.,7,8,9,10,11,12
Yfh1-off respiration,i,i,i,·,i,i
Insulin prom up,-0.62,-0.41,0.75,-0.41,0.52,0.4
Insulin prom up cell count,1179,1079,1559,1432,1237,1474
PMI inhibition,2%,-3%,6%,9%,-3%,-16%
Autophagy mod,i,i,i,i,i,i
Autophagy mod cell loss 18 h,10,2,-3,8,-2,-22
WT yeast gro inh,-15,-7,10,-3,-7,20
WT yeast gro inh mutant strain,5,-35,15,-2,2,20
human PMI inhibition,4%,-12%,1%,9%,-13%,-2%
MT stabilizer,4.9,1.6,3.3,3.4,1.3,2.6
MT stabilizer Hoechst-high %,3.0,2.0,2.2,2.3,1.7,1.1
MT stabilizer cytotoxicity %,5.3,11,4.9,6.2,12,9.6
b-catenin transl,-2.8,0.1,-0.2,0.7,-2.3,-0.1
b-catenin transl cell count 5 µM,1366,1193,1421,984,1179,1528
Dynein transport,-0.75,-0.45,-0.58,1.3,-0.48,1.8
Dynein transport cytoplasmic EGFP,-0.17,-0.19,-0.23,-0.12,-0.18,-0.2
Dynein transport nuclear GR-EGFP,-0.21,-0.058,-1,0.6,0.099,1.1
Dynein transport cell count,0.32,0.4,0.54,-2.1,0.59,-0.44

[13] O=C1OCc2ccc(NC(=O)c3sccc3Cl)cc21
[14] O=C(C1CC1)N(Cc1nc2ccccc2c(=O)[nH]1)Cc1cccs1
[15] CCOc1ccc(CNC(=O)CCc2cn(C)c3ccccc23)cc1OC
[16] CCOC(=O)c1cc(NC(=O)N(CC)C2CCCCC2)c(C)nc1C
[17] O=C(CNC(=O)C12CC3CC(CC(C3)C1)C2)OCc1cc(=O)n2cc(Br)ccc2n1
[18] CCOc1ccc(-c2ccc(/C=C3/C(=N)N4C(C)=CSC4=NC3=O)o2)c([N+](=O)[O-])c1
Screen / compound no.,13,14,15,16,17,18
Yfh1-off respiration,i,i,i,i,i,i
Insulin prom up,0.37,-1.2,-0.58,·,-0.21,0.66
Insulin prom up cell count,931,1067,1165,·,1177,1560
PMI inhibition,·,·,1%,21%,0%,39%
Autophagy mod,·,·,i,i,i,i
Autophagy mod cell loss 18 h,·,·,-12,-4,0,9
WT yeast gro inh,·,·,-8,1,-14,7
WT yeast gro inh mutant strain,·,·,3,-14,1,2
human PMI inhibition,·,·,-10%,20%,-8%,15%
MT stabilizer,·,·,3.5,2.5,4.6,4.5
MT stabilizer Hoechst-high %,·,·,4.4,0.9,2.4,2.7
MT stabilizer cytotoxicity %,·,·,12,8.8,10,1.8
b-catenin transl,0.5,-0.8,0.4,-0.5,-0.8,-0.5
b-catenin transl cell count 5 µM,1326,1298,979,1090,1108,1111
Dynein transport,-1.2,-0.76,1.6,-0.6,0.63,0.53
Dynein transport cytoplasmic EGFP,-0.25,-0.19,-0.17,-0.22,-0.16,-0.14
Dynein transport nuclear GR-EGFP,-0.33,0.031,1,0.28,0.62,0.42
Dynein transport cell count,3.1,0.075,-0.65,-0.42,-1.6,0.071

2 entries drawn at random from the list so far:
[14] O=C(C1CC1)N(Cc1nc2ccccc2c(=O)[nH]1)Cc1cccs1
[12] Cc1ccc(NC(=S)N2CCCC(c3nc4ccccc4[nH]3)C2)cc1 (stereo unspecified)
Screen / compound no.,14,12
Yfh1-off respiration,i,i
Insulin prom up,-1.2,0.4
Insulin prom up cell count,1067,1474
PMI inhibition,·,-16%
Autophagy mod,·,i
Autophagy mod cell loss 18 h,·,-22
WT yeast gro inh,·,20
WT yeast gro inh mutant strain,·,20
human PMI inhibition,·,-2%
MT stabilizer,·,2.6
MT stabilizer Hoechst-high %,·,1.1
MT stabilizer cytotoxicity %,·,9.6
b-catenin transl,-0.8,-0.1
b-catenin transl cell count 5 µM,1298,1528
Dynein transport,-0.76,1.8
Dynein transport cytoplasmic EGFP,-0.19,-0.2
Dynein transport nuclear GR-EGFP,0.031,1.1
Dynein transport cell count,0.075,-0.44

(list continues)
[19] CCOc1ccc2c(c1)nc(SCC(=O)c1cccs1)n2C
[20] CCOc1ccc2nc(N=NC3=C(O)CC(C)(C)CC3=O)sc2c1
[21] COCCCn1c(SCC(=O)N2CCCC(C)C2)nnc1-c1ccco1 (stereo unspecified)
[22] CSc1cc(-c2ccccc2)n(C)c(=O)c1C#N
[23] CCN(CC)S(=O)(=O)c1ccc(N2CCN(CCO)CC2)nc1
[24] Nc1cc(C(=O)OCC(=O)NC(c2ccccc2)c2ccccc2)ccc1Cl
Screen / compound no.,19,20,21,22,23,24
Yfh1-off respiration,·,i,i,i,i,i
Insulin prom up,·,0.72,0.56,-0.37,0.29,0.05
Insulin prom up cell count,·,1171,1226,1185,1334,2376
PMI inhibition,-23%,-42%,-5%,-3%,2%,-3%
Autophagy mod,i,i,i,i,i,i
Autophagy mod cell loss 18 h,3,-9,19,19,-8,9
WT yeast gro inh,-8,40,-21,-4,-13,-5
WT yeast gro inh mutant strain,-9,11,-3,-8,-30,1
human PMI inhibition,-21%,-43%,1%,-16%,0%,6%
MT stabilizer,4.9,2.5,4.6,5.4,7.1,2.6
MT stabilizer Hoechst-high %,1.6,2.5,1.5,2.7,3.2,2.5
MT stabilizer cytotoxicity %,4.0,4.1,6.5,7.8,14,12
b-catenin transl,·,-3.2,-4.2,-3.0,0.5,0.4
b-catenin transl cell count 5 µM,·,1071,1224,1069,491,953
Dynein transport,-0.4,-0.21,-0.85,-0.19,1.6,-1.2
Dynein transport cytoplasmic EGFP,-0.16,-0.22,-0.23,-0.23,-0.14,-0.22
Dynein transport nuclear GR-EGFP,-0.79,-0.41,-0.28,-0.07,0.44,-0.64
Dynein transport cell count,0.26,0.98,0.9,0.8,-1.5,0.51

[25] CC(C)(C)C(=O)Nc1ccc(-c2cn3ccsc3n2)cc1
[26] O=C(O)CCC(=O)NCc1ccc(F)cc1
[27] Nc1c(-c2ccsc2)cnc2ncnn12
[28] O=S(=O)(c1ccc2nc(-c3ccccc3)[nH]c2c1)N1CCN(c2ccc(Cl)cc2)CC1
[29] CCOC(=O)C1=C(CSc2nc3ccccc3s2)NC(=O)NC1c1ccc(OC)cc1 (stereo unspecified)
[30] O=C1C(Cc2ccc(Br)cc2)SC(=Nc2ccccc2)N1c1ccccc1 (stereo unspecified)
[31] CCOc1ccccc1NC(=O)Cn1cnc2c(nnn2-c2cccc(OC)c2)c1=O
Screen / compound no.,25,26,27,28,29,30,31
Yfh1-off respiration,·,i,i,i,i,i,i
Insulin prom up,-0.18,·,-0.03,-0.44,-0.78,-0.72,0.3
Insulin prom up cell count,1273,·,1201,1303,1450,1297,1158
PMI inhibition,9%,9%,2%,-2%,12%,17%,12%
Autophagy mod,i,i,i,i,i,i,i
Autophagy mod cell loss 18 h,50,0,-7,-3,20,-1,-11
WT yeast gro inh,28,-3,-37,6,32,39,-1
WT yeast gro inh mutant strain,24,-11,-4,-23,-4,-23,-3
human PMI inhibition,14%,9%,1%,-4%,14%,18%,13%
MT stabilizer,3.4,1.7,2.7,16*,2.7,4.6,4.5
MT stabilizer Hoechst-high %,2.2,1.5,2.0,18*,2.2,3.6,1.0
MT stabilizer cytotoxicity %,6.3,4.7,4.2,20*,3.5,11,0.5
b-catenin transl,2.1,-3.2,-1.5,-2.9,6.2,-1.0,-2.0
b-catenin transl cell count 5 µM,1526,948,1112,592,1139,519,1176
Dynein transport,-0.58,0.46,-0.82,0.38,0.2,-0.42,1.5
Dynein transport cytoplasmic EGFP,-0.29,-0.13,-0.21,0.24,-0.18,-0.25,-0.17
Dynein transport nuclear GR-EGFP,-0.34,0.38,-0.47,0.78,0.42,-0.56,1.1
Dynein transport cell count,1.1,-0.54,0.71,-0.2,0.56,-0.097,-0.42

From PubChem BioAssay
